# IEC-6 tox = counter-screen for KLF5 inhibitors: cytotoxicity in IEC-6 cells. IEC-6 cytotoxicity, luminescence viability. inhibition, % at 5 µM. actives 0.78% (n = 290,000). AID 1825; in the data active = inhibition above about 22%;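 note: 0% = plate median of test compound wells and 100% = cytotoxic reference compound wells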
# HSF1 inhib = HSF1 inhibition; NIH3T3-HGL HSE-luciferase, MG132-induced, luminescence 8 h; hits give low values; activity change, negative = inhibition, % at 7.5 µM (by protocol); actives 0.77% (n = 300,000);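 active = more than half of replicate wells show activity change below -50%, luminescence cut by over half; inconclusive = some wells, but at most half, below -50%; inactive = no replicate well below -50%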;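 note: luciferase reports HSF-1 transcriptional activity via heat shock element; 0% = median of DMSO wells and -100% = zero luminescence signal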
# HSP90 refold inh = inhibitors of HSP90 luciferase refolding in rabbit reticulocyte lysate; luciferase refolding luminescence, 3 h; inhibition, % at 5.6 µM; actives 0.91% (n = 290,000); AID 1789;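 active = inhibition above the screen-wide mean plus 3 SD, computed separately per campaign, cut at about 16% in these data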;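 note: 0% = DMSO wells and 100% = 60 µM geldanamycin wells; inhibitors lower the luminescence because luciferase stays unfolded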
# HSF-1 act = increases HSF-1 driven luciferase reporter signal; NIH3T3-HGL HSF-1 luciferase reporter, MG132, 8 h; 100% = twice DMSO control signal; activation, % at 9 µM; actives 1.7% (n = 300,000); AID 504408;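 active = mean replicate activation of at least 50% with a set share of replicates each reaching 50%; inconclusive = only one of those two conditions met; inactive = mean below 50% and too few replicates reaching it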;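 note: 0% = median of the neutral control wells and 100% = twice that signal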
# HIF activator = HIF pathway transcriptional activation | U2OS HRE-luciferase reporter, luminescence; normalized: DMSO 0%, desferrioxamine 100% | activation, % at 7.5 µM (by protocol) | actives 0.32% (n = 300,000);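 active = mean activation of at least 10% of the iron chelator positive control signal, with at least half of replicates also reaching 10%; inconclusive = mean and replicate majority disagree about reaching 10%; inactive = mean and most replicates under 10%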
# AI-2 QS mod = modulators of Vibrio harveyi AI-2 quorum sensing system | actives 0.4% (n = 300,000) | Vibrio harveyi JMH597 AI-2 luminescence/OD600 ratio, 9 h; hits give low values; strain lacks LuxN and CqsS sensors; 0 = neutral-control median | activity change, % at 7.5 µM; in the data active = activity change below about -75%, passing the limit was not always enough; inconclusive = no clear call, values can overlap the other calls;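 note: luminescence divided by OD600 gain over 9 h not by final OD600 alone; inactives centre near 13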
# aSyn UTR inh = 5' untranslated region of α-synuclein, MLPCN primary screen; alpha-synuclein 5'UTR reporter, inhibitor activity; inhibition, % (tested at 7.5 µM); actives 0.82% (n = 300,000); AID 1813; in the data active = inhibition above about 60%; inconclusive = no clear call, values can overlap the other calls;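 note: H4 neuroglioblastoma cells stably carrying SNCA 5'UTR luciferase fusion; 0% = DMSO wells and 100% = positive control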
# GSK3 alpha inh = human GSK-3 alpha kinase inhibition | ADP-Glo luminescence, 60 min | inhibition, % at 10 µM | actives 0.1% (n = 320,000) | AID 2650;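 in the data active = inhibition above about 50%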;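 note: GST-tagged GSK-3 alpha with peptide substrate and 25 µM ATP; 0% = DMSO neutral wells and 100% = GW8510 positive control wells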
# Target sequence (P49840 whole entry, looked up): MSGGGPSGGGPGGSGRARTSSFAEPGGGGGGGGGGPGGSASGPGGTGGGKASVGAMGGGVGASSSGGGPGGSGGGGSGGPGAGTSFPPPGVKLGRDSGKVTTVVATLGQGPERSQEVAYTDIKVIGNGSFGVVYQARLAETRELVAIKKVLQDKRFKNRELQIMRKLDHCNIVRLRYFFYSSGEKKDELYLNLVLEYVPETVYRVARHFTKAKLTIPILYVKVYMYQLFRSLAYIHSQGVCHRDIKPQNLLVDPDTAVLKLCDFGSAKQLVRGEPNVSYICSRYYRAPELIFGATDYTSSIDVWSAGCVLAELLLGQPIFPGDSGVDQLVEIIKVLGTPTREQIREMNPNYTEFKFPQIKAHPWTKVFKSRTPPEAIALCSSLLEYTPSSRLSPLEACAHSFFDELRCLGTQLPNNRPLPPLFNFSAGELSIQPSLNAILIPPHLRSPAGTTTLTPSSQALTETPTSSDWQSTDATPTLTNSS
# GSK3B inh = blocks human GSK3beta kinase activity; activity score (negative = inhibition), % at 10 µM; actives 0.038% (n = 300,000); GST-GSK3beta kinase, ADP-Glo luminescence, 60 min; hits give low values;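 active = more than half of replicate wells score below -50%, meaning over 50% inhibition versus plate controls; inconclusive = some replicates but at most half score below -50%; inactive = no replicate scores below -50%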;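 note: 0% = median DMSO wells and -100% = median GW8510 positive control wells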
# Target sequence (P49841 whole entry, looked up): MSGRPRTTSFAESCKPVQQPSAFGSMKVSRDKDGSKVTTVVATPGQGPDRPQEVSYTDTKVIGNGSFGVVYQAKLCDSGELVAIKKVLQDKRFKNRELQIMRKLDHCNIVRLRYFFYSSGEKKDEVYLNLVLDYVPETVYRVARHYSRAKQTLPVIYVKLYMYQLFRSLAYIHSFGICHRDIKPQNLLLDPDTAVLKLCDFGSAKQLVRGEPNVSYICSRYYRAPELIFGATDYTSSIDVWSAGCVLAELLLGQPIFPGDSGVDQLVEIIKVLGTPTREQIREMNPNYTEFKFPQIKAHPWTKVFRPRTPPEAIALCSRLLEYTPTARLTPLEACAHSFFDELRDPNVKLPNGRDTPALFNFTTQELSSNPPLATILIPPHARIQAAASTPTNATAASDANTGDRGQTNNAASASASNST
#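 Assay system: GST-tagged human GSK3beta kinase, cell-free; Input: 1.6 ng GSK3beta; Medium: Tris/MgCl2 kinase buffer; Timing: 60 min enzyme reaction, room temperature; Signal: ADP-Glo luminescence quantifying ADP generated by kinase; Evaluation: score relative to plate controls; Benchmarks: DMSO neutral wells and GW8510 at 20 µM as positive.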
# KLF5 inhibitor = inhibitors of KLF5 expression | DLD-1 KLF5 promoter-luciferase reporter, luminescence | inhibition, % at 5 µM | actives 0.23% (n = 290,000) | AID 1700;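 active = inhibition above a per-plate limit of that plate's mean compound inhibition plus 3 SD, cut at about 60% in these data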;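 note: 0% = DMSO wells and 100% = LY294002 at 200 µM; higher means less KLF5 promoter-driven luciferase light; inactives centre near -14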
# * = called active by the depositor; ? = inconclusive; . = not tested or not shown.
no.	structure	IEC-6 tox	HSF1 inhib	HSP90 refold inh	HSF-1 act	HIF activator	AI-2 QS mod	aSyn UTR inh	GSK3 alpha inh	GSK3B inh	KLF5 inhibitor
1	CCOC(=O)C1CCN(S(=O)(=O)c2ccccc2[N+](=O)[O-])CC1	.	-4	.	-10	0.5	19	5	1	0	.
2	Cc1ccc(C(C(=O)NC2CCCCC2)N(CCCN2CCOCC2)C(=O)c2snc(C(N)=O)c2N)cc1 (stereo unspecified)	2	-4	5	24	2.0	.	-29	-1	.	-10
3	CCOC(=O)N1CCC(NC(=O)c2ccc3c(c2)N(C)C(=O)/C(=C/c2cccc(OC)c2)S3)CC1	9	18	0	37	-0.3	14	-8	0	-1	-17
4	CCC1CCCCN1CCNC(=O)C1CCN(S(=O)(=O)c2c(C)noc2C)CC1 (stereo unspecified)	-4	-6	0	-6	-0.3	14	-7	1	1	-8
5	O=C(CN1CCCCC1)NNc1nc(-c2ccccc2)c2cc(Cl)ccc2n1	0	0	2	-6	-1.6	14	2	2	-1	2
6	O=C(/C=C/c1cccc(O)c1)c1ccc(N2CCOCC2)cc1	0	61	-4	74*	3.0	19	-182	0	0	-27
7	O=C(Nc1ccc2c(c1)nc1n2CCSC1)c1ccco1	0	7	35*	30	-3.1	46	26	-1	1	-66
8	CC(C)OCCCNC(=O)CN1C(=O)/C(=C/c2ccccc2)Sc2ccccc21	-3	18	2	25	0.0	21	-39	0	6	-15
9	COC(=O)Nc1ccc(SCC(=O)c2ccc(Cl)cc2)cc1	-3	72	1	107*	0.7	-58	-9	0	0	-1
10	CCN(CC)CCCNC(=O)c1ccc2c(SCC(=O)O)c3c(nc2c1)CCC3	0	.	2	.	.	31	15	-1	-25	-24
11	O=C(COC(=O)c1c2c(nc3ccccc13)/C(=C\c1cccs1)CCC2)Nc1ccccc1	-3	12	-5	16	0.0	17	-23	-2	2	-24
12	CC(=O)N1CC2(C)CN(C(C)=O)CC(C)(C1)C2	1	-1	2	20	-0.1	13	-10	-4	-5	-17
13	Cc1c(C(=O)OCC(=O)N2CCC(C)CC2)oc2ccccc12	.	8	.	10	2.0	19	-49	-1	0	.
14	NC(=O)c1nn(Cc2ccccc2)c(=O)c2ccccc12	-5	0	-4	5	-0.7	12	10	-6	0	-13
15	COc1ccc(-n2c(C)nnc2SCC(=O)Nc2ccccc2F)cc1	2	-4	-2	16	-0.2	13	-26	-2	-2	0
16	COc1ccc(Nc2nc3ccccc3nc2C)cc1	-1	2	-3	14	-0.3	1	-1	0	2	-18
17	Cc1cccc(N=c2oc3cc(O)ccc3cc2C(N)=O)c1	0	23	-3	58*	5.4	4	-77	56*	0	-100
18	O=C(N/N=C/c1ccc(Br)o1)c1cccnc1	-9	-3	1	4	-0.4	12	12	-2	1	-23
19	O=C(CCn1c(=O)oc2ccccc21)Nc1nccs1	5	6	-4	16	0.4	25	-14	-1	0	-22
20	COc1ccc(NS(=O)(=O)c2cccc(C(=O)N3CCCC(C)C3)c2)cc1 (stereo unspecified)	.	4	.	17	0.2	16	0	0	2	.

# Ordered by the number under HSP90 refold inh (ascending): some entries from above
entry	smiles	HSF1 inhib	HSP90 refold inh	HSF-1 act	AI-2 QS mod	aSyn UTR inh	GSK3 alpha inh	GSK3B inh	KLF5 inhibitor
11	O=C(COC(=O)c1c2c(nc3ccccc13)/C(=C\c1cccs1)CCC2)Nc1ccccc1	12	-5	16	17	-23	-2	2	-24
19	O=C(CCn1c(=O)oc2ccccc21)Nc1nccs1	6	-4	16	25	-14	-1	0	-22
17	Cc1cccc(N=c2oc3cc(O)ccc3cc2C(N)=O)c1	23	-3	58*	4	-77	56*	0	-100
18	O=C(N/N=C/c1ccc(Br)o1)c1cccnc1	-3	1	4	12	12	-2	1	-23
8	CC(C)OCCCNC(=O)CN1C(=O)/C(=C/c2ccccc2)Sc2ccccc21	18	2	25	21	-39	0	6	-15
2	Cc1ccc(C(C(=O)NC2CCCCC2)N(CCCN2CCOCC2)C(=O)c2snc(C(N)=O)c2N)cc1 (stereo unspecified)	-4	5	24	.	-29	-1	.	-10
7	O=C(Nc1ccc2c(c1)nc1n2CCSC1)c1ccco1	7	35*	30	46	26	-1	1	-66

# (list continues)
no.	structure	IEC-6 tox	HSF1 inhib	HSP90 refold inh	HSF-1 act	HIF activator	AI-2 QS mod	aSyn UTR inh	GSK3 alpha inh	GSK3B inh	KLF5 inhibitor
21	CCOc1ccc(NC(=O)CC(Cc2cc(C)cc(C)c2)C(=O)O)cc1 (stereo unspecified)	2	-2	1	-8	0.7	9	-6	-5	1	-13
22	CCOC(=O)C1CCN(C(=O)CN2C(=O)c3cccnc3Oc3ccc(C)cc32)CC1	-6	12	-2	17	0.1	10	13	-2	2	-7
23	CCc1nnc2c(NCCc3ccc(OC)c(OC)c3)nc3ccccc3n12	-1	-1	0	8	-0.3	26	-1	.	3	-37
24	O=C1CCc2cc(NS(=O)(=O)c3ccc(F)cc3)cc3c2N1CCC3	.	9	.	15	-0.5	26	-1	-2	0	.
25	COc1ccc(S(=O)(=O)NC2CCc3ccccc32)cc1OC (stereo unspecified)	1	4	2	17	-18	17	1	8	0	2
26	C=CCn1c(N)c(C(=O)Nc2ccccc2OC)sc1=S	3	10	-1	-10	-0.2	6	-52	-2	1	2
27	COc1ccccc1-c1nnc(NC(=O)c2ccc(S(=O)(=O)N3CCOCC3)cc2)o1	3	-3	-1	0	-0.4	32	-13	1	0	-22
28	COCC(C)NC(=O)CSc1nc(-c2ccccc2)c(-c2ccccc2)o1 (stereo unspecified)	-6	17	7	47	0.0	-9	10	-2	1	-37
29	C[n+]1c2n(c3ccccc31)N=C(c1cc(C(C)(C)C)c(O)c(C(C)(C)C)c1)CS2	18	13	0	25	0.2	13	68*	5	2	29
30	Nc1ccc(N2CCN(c3ccc(F)cc3)CC2)cc1	-5	-12	3	3	-0.5	10	9	0	0	6
31	Cc1cc(C(=O)Cn2nc(C(=O)O)c3ccccc3c2=O)c(C)n1C1CC1	4	2	6	13	0.7	4	-24	-2	1	-18
32	CCN(CC)S(=O)(=O)c1cc(C)c(C)cc1Br	0	2	0	25	1.9	4	13	2	2	-18
33	Cc1cccc2c1-c1sc(C(=O)Nc3cccc([N+](=O)[O-])c3C)cc1CO2	-4	21	-1	28	-0.1	7	-73	0	4	0
34	O=C(C1=C[C@H](c2csc3ccccc23)C[C@H](OCc2ccc(CO)cc2)O1)N1CCCCCCC1	.	1	.	6	-1.1	24	-10	0	9	.
35	Cc1csc(NC(=O)c2cccnc2)n1	-4	-2	-4	1	-1.2	22	-44	-2	0	-28
36	O=C(CSc1nncn1-c1cccnc1)Nc1ccccc1[N+](=O)[O-]	8	-5	3	-4	0.2	17	3	-4	0	-10
37	CC1Cc2cc(/C(O)=C3/C(=O)C(=O)N(CC4CCCO4)C3c3ccco3)ccc2O1 (stereo unspecified)	1	-56*	22*	-67	1.0	19	-62	-2	1	-11
38	COc1ccc(N=CC=C2OC(C)(C)C(C)(C)O2)cc1OC	-2	0	2	2	0.4	11	0	-2	1	4
39	c1ccc(CCNc2nc(-c3cccnc3)cs2)cc1	-1	4	-2	8	1.2	-1	-129	1	3	-46
40	O=C(O)CC1=C(O)C(=O)N(c2ccccc2)C1c1ccccc1 (stereo unspecified)	0	-5	2	27	0.5	28	0	5	3	-65

# Values by screen from the list:
# Compounds 28 to 38 in AI-2 QS mod, in turn: -9, 13, 10, 4, 4, 7, 24, 22, 17, 19, 11
# Compounds 28 to 38 in HSF1 inhib, in turn: 17, 13, -12, 2, 2, 21, 1, -2, -5, -56*, 0
# Compounds 28 to 38 in HIF activator, in turn: 0.0, 0.2, -0.5, 0.7, 1.9, -0.1, -1.1, -1.2, 0.2, 1.0, 0.4

# More compounds follow:
no.	structure	IEC-6 tox	HSF1 inhib	HSP90 refold inh	HSF-1 act	HIF activator	AI-2 QS mod	aSyn UTR inh	GSK3 alpha inh	GSK3B inh	KLF5 inhibitor
41	Cn1c(=O)c2c(nc(CN3CCN(Cc4ccccc4)CC3)n2CCN2CCOCC2)n(C)c1=O	0	-9	2	-4	0.0	15	2	9	0	-4
42	Cc1ccc(OC(=O)C2CSC3(C)CCC(=O)N23)c(Br)c1 (stereo unspecified)	.	-1	.	3	-31	-6	-32	0	-8	.
43	COc1ccc(Oc2nc3c(c(=O)n(C)c(=O)n3C)n2Cc2ccccc2)cc1	7	-1	4	-1	0.1	20	-3	0	1	-14
44	O=C(Nc1ccc2c(c1)CCC2)Nc1ccc(F)cc1F	4	19	-2	37	2.4	-2	-129	-2	0	-183
45	CCN(Cc1ccccc1)C(=O)c1ccccc1C	-1	-4	2	-7	-0.2	15	1	-3	1	-13
46	O=C(N/N=C/c1c[nH]c2ccccc12)c1cccc([N+](=O)[O-])c1	13	3	4	16	0.6	22	-4	3	1	-4
47	CCCCCOC(=O)C1[C@H]2C(=O)N(CCCOC)C[C@]23C=C[C@H]1O3 (stereo partly specified)	0	6	3	-2	-0.2	16	17	.	3	-2
48	CC(C)n1nccc1N(Cc1ccc(Br)cc1)S(=O)(=O)c1ccccc1	2	5	2	16	0.4	4	26	-1	0	1
49	CN(Cc1ccccc1)S(=O)(=O)c1ccc2[nH]c(=O)oc2c1	-3	6	0	11	0.2	17	-11	-3	-4	-9
50	COc1ccc(/C=C/c2ccc3cccc(O)c3n2)c(OC)c1OC	-1	41	0	42	7.8	22	-92	-3	-1	-60
51	Cc1cc(C)c(C(=O)NCC2CCCO2)c(C)c1C(=O)NCC1CCCO1 (stereo unspecified)	-3	-4	3	12	0.1	8	3	1	2	-19
52	Cn1c(=O)c2c(nc(NCCc3ccccc3)n2CC(=O)NCCc2ccccc2)n(C)c1=O	-3	-9	4	9	-0.4	4	-5	-1	1	-11
53	O=c1c2cc(Cl)ccc2oc2nc3n(c(=O)c12)CCCS3	0	2	3	-22	-0.1	10	20	4	-2	-12
54	O=C(NCCCN1CCOCC1)C1CC(=O)N(c2ccccc2)C1 (stereo unspecified)	-4	-6	-2	0	-18	8	16	3	1	3
55	CC(C)(C)c1ccc(C(=O)N2CCC(C(=O)NCc3ccncc3)CC2)cc1	4	-7	0	0	-0.2	18	16	11	3	-48
56	CCCCOC(=O)c1cc(=O)[nH]c2ccccc12	5	-5	4	8	-0.4	0	8	1	3	-3
57	O=C(NCC1CCCO1)c1ccc(COc2ccccc2)o1 (stereo unspecified)	.	-5	.	0	-0.9	11	-11	0	1	.
58	Cc1cccnc1Nc1nc(-c2ccccc2)cs1	18	38	5	?	2.3	-3	-128	-6	-1	-135

# A few values from above:
# Cn1c(=O)c2c(nc(NCCc3ccccc3)n2CC(=O)NCCc2ccccc2)n(C)c1=O – aSyn UTR inh = -5
# CCN(Cc1ccccc1)C(=O)c1ccccc1C – GSK3B inh = 1
